# Screening data as filed in PubChem.
# NCOA3 inh: human NCOA3 inhibition; Q9Y6Q9; HEK293 GAL4-SRC3 luciferase reporter, luminescence; inhibition, % at 3.6 µM; hit rate 0.17% among 360,000;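 active = inhibition above a per-campaign cutoff, the mean of all compounds plus 3 SD, cut at about 60% in these data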;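 also: 0% = DMSO-treated cells and 100% = gossypol-treated cells at 36 µM; higher means less SRC3-driven luciferase light from the GAL4 reporter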
# TROY signal inh: blocks TROY-dependent signaling in reporter cells; Q293 LMP1-TROYcd NF-kB luciferase reporter, 4 h; inhibition, % at 10 µM; hit rate 0.98% among 360,000; AID 1347056;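 active = compounds whose plate-normalised and pattern-corrected inhibition of the luciferase reporter signal at the single screening dose is 50% or more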
# Shn3 inh set2: inhibitors of Schnurri-3 3'UTR reporter in osteoblasts | inhibition, % at 12.5 µM | Clone20 osteoblast Shn3 3'UTR firefly luciferase, 24 h | hit rate 0.52% among 360,000 | AID 588674;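 active = mean inhibition of at least 75% with every replicate also reaching 75%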;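 also: 0% = median of neutral control wells and 100% = pilot-screen positive control compound; some compounds past the cut are filed as inactive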
# CF NFkB block: cystic fibrosis NF-kB activation inhibition; KKLEB NF-kB-GFP reporter, PAF-induced, GFP fluorescence overnight; inhibition, % at 5 µM; hit rate 0.86% among 360,000; AID 588850;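 active = at least 50% inhibition at 5 µM, scaled per plate between neutral and stimulator controls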;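 also: PAF is a Pseudomonas aeruginosa culture filtrate used as stimulus; plate controls were PAF-stimulated DMSO wells for no effect and unstimulated DMSO wells for full effect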
# NCOA1 inh: inhibits human SRC1 coactivator. AID 588354. inhibition, % at 3.6 µM. hit rate 0.12% among 360,000. Q15788. HEK293 GAL4-SRC1 luciferase reporter, luminescence;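 active = inhibition above the campaign mean plus 3 SD, with each screening campaign given its own cutoff, cut at about 60% in these data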;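 also: 0% = DMSO treated cells and 100% = gossypol at 36 µM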
# LMP1 NFkB inh: inhibitors of Epstein-Barr LMP1-induced NF-kappaB reporter; LMP1-induced NF-kappaB luciferase reporter cells, luminescence; inhibition, % at 12.5 µM; hit rate 0.69% among 350,000; AID 504558; in the data active = inhibition above about 41%;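 also: 0% = neutral control wells and 100% = reference inhibitor control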
# TWEAK Fn14 block: inhibitors of TWEAK-Fn14 interaction signaling | TWEAK-stimulated Fn14 reporter cells, luciferase luminescence, 8 h | inhibition, % at 10 µM | hit rate 2% among 360,000; in the data active = inhibition above about 50%
# LRH-1 inv ag: NR5A2 inverse agonism in reporter assay | AID 602396 | inhibition, % at 3.6 µM | HEK293T StAR-luciferase reporter, LRH-1 transfected, 24 h | hit rate 0.13% among 360,000 | O00482;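 active = inhibition above the mean inhibition of all tested compounds plus 3 SD, cut at about 73% in these data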;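 also: 0% = DMSO wells and 100% = reporter-only cells lacking LRH-1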
# Target sequence (O00482 whole entry, looked up): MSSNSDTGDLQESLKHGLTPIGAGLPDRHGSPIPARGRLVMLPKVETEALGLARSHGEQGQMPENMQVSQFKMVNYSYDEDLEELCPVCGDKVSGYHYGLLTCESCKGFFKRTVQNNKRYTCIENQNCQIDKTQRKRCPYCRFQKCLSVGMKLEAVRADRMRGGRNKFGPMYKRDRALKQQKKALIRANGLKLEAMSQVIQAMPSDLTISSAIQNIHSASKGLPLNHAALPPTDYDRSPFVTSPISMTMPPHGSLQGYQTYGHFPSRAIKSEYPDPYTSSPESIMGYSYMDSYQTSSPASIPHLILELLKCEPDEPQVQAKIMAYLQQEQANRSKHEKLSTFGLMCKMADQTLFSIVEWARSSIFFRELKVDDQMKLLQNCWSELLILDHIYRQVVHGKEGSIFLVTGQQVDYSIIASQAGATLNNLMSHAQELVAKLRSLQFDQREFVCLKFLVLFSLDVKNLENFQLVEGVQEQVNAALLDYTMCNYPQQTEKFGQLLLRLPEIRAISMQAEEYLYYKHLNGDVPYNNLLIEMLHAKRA
# COUP-TFII inh: inhibitors of human COUP-TFII (NR2F2); P24468; HEK293T NGFI-A luciferase reporter, luminescence; inhibition, % at 8.6 µM; hit rate 0.7% among 370,000; AID 686940;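 active = inhibition above a per-plate cutoff, mean inhibition of test wells between control levels plus 3 SD, cut at about 38% in these data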;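 also: cells cotransfected with COUP-TFII expression vector driving the NGFI-A reporter; 0% = median of COUP-TF2 test wells and 100% = reporter-only cells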
# Target sequence (P24468 whole entry, looked up): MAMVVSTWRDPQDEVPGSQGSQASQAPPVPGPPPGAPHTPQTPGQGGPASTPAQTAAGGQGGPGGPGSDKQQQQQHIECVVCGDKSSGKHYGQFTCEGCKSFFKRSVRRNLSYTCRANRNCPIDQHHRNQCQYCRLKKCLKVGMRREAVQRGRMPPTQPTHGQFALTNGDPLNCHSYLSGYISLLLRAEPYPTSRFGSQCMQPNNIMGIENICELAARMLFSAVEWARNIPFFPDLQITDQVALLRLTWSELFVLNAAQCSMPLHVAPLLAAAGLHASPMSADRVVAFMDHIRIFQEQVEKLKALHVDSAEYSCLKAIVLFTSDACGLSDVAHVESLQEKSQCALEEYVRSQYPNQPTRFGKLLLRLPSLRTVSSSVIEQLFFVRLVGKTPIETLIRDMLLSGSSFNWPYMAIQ
# KKLEB tox: counter-screen for CF NF-kB inhibitors: cytotoxicity; KKLEB CF airway cells viability, ATPlite luminescence, overnight; active compounds read low; cells stimulated with P. aeruginosa culture filtrate; activity change (cytotoxicity), % at 5 µM; hit rate 0.36% among 360,000;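 active = corrected activity change at or below -50% at 5 µM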
# C8 TRAIL sens: sensitizes caspase-8 expressing cells to TRAIL | NB7+C8 cells + TRAIL, ATPlite viability luminescence | inhibition (viability loss, TRAIL sensitization), % at 10 µM | hit rate 1% among 360,000 | AID 624354;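 active = compounds causing at least 50% loss of cell viability in the single-dose screen, relative to plate controls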
# * marks the source's active call; other numbers are inactive results; nt = no result given. Some of the compounds tested, so the mix of outcomes need not match the whole.
SMILES,NCOA3 inh,TROY signal inh,Shn3 inh set2,CF NFkB block,NCOA1 inh,LMP1 NFkB inh,TWEAK Fn14 block,LRH-1 inv ag,COUP-TFII inh,KKLEB tox,C8 TRAIL sens
CCCCOC(=O)Nc1nnc(-c2ccccc2OC)s1,-16,nt,0,-12,1,-4,4,-7,1,6,6
COc1ccc(N2CCN(C(=O)c3ccc4[nH]c(C)c(C)c4c3)CC2)cc1,3,6,-12,5,3,4,-1,10,8,-6,1
Cc1ccc(CN2CCN(Cc3cccc(OCCO)c3)CC2CCO)o1 (stereo unspecified),20,3,-1,-8,5,3,7,-6,1,-1,4
CSc1nc(O)c(C(c2ccc(C)cc2)c2c(O)nc(SC)[nH]c2=O)c(=O)[nH]1,-8,9,7,-13,3,-18,6,-2,15,10,-4
COc1cccc(C(NC(C)=O)c2nc(-c3cccc(C(C)C)c3)cs2)c1 (stereo unspecified),-17,0,-3,-14,11,nt,-4,-14,11,-2,4
Cc1cccc(S(=O)(=O)NC(=O)C2(C)CCN2C(=O)c2ccc(C3CCCCC3)cc2)c1 (stereo unspecified),6,6,2,0,-4,nt,-5,-4,5,7,-14
CN1CCc2c(sc3nc(NN)n(-c4ccc(Cl)cc4)c(=O)c23)C1,-6,-4,-2,12,14,-2,-15,6,nt,-17,-7
O=C(Nc1ccc(Cl)cn1)C1CCCN1S(=O)(=O)c1cccc2ccccc12 (stereo unspecified),-11,33,41,-4,-31,-4,0,-1,19,2,-6
Cc1cccc(C)c1NC(=O)NC1(C(=O)N2CCCC2)CCCCC1,10,18,3,4,-9,10,35,10,-1,10,-12
CCCCN(C=O)c1c(CC)nc2c(OCCn3cccc3)cccn12,-7,-2,4,5,1,nt,-3,-3,-4,0,4

# Continued, overlapping the part above by two compounds.
SMILES,NCOA3 inh,TROY signal inh,Shn3 inh set2,CF NFkB block,NCOA1 inh,LMP1 NFkB inh,TWEAK Fn14 block,LRH-1 inv ag,COUP-TFII inh,KKLEB tox,C8 TRAIL sens
Cc1cccc(C)c1NC(=O)NC1(C(=O)N2CCCC2)CCCCC1,10,18,3,4,-9,10,35,10,-1,10,-12
CCCCN(C=O)c1c(CC)nc2c(OCCn3cccc3)cccn12,-7,-2,4,5,1,nt,-3,-3,-4,0,4
CCCC(=O)Nc1ccc(C(=O)NCc2ccccn2)cc1,-3,-3,18,-11,-2,-2,-10,3,1,2,-9
CN(Cc1ccccc1)c1cc2c(c3c1ccn3C)C1CCC2C1 (stereo unspecified),3,22,12,7,0,nt,1,6,16,-7,-13
O=C(COC(=O)Cc1cccc(C(F)(F)F)c1)Nc1ccccc1,11,-12,18,15,15,0,3,-21,5,2,-5
CCCc1ccc(OC(=O)c2cccs2)cc1,-10,-11,1,-3,0,-1,-26,4,-6,-2,-27
O=C(c1cccc([N+](=O)[O-])c1)N1CCCC(C(=O)N2CCc3ccccc3C2)C1 (stereo unspecified),-12,1,-7,17,9,-4,2,6,11,-9,-10
CCOc1ccc(Cl)cc1-c1cc(C(=O)NCC2CCCCC2)[nH]n1,-4,15,8,-19,-2,nt,-3,2,-4,4,-1
O=C(NC12CC3CC(CC(C3)C1)C2)N1CC2Cc3cccc(=O)n3C(C2)C1 (stereo unspecified),0,nt,0,-1,-7,2,11,3,-2,1,-2
Cc1ccccc1C(=O)N1CCN(c2ccc(NC(=O)c3ccc4c(c3)OCO4)cc2)CC1,60,37,62,25,44,23,-7,65,20,19,16
CCCCn1c(SCC(=O)c2ccc3c(c2)OCCO3)nnc1-c1ccoc1C,-18,7,-3,8,-4,-7,9,-1,8,-16,4
CN(Cc1ccon1)C(=O)CC1C(=O)NCCN1Cc1cccc(Oc2ccccc2)c1 (stereo unspecified),3,8,nt,0,17,-1,7,7,4,2,-9
Cc1ccc(C)n1-c1nn(S(=O)(=O)c2cccc(C(F)(F)F)c2)c2cccc(F)c12,18,-7,32,-6,-21,6,8,-7,4,4,-2
CCOc1ccc(CC(=O)NCCc2cnc[nH]2)cc1,0,19,11,1,-5,9,4,5,6,5,-3
C=CC[C@@H](CC(=O)NCCO)C(=O)N[C@@H](COC(=O)[C@@H](CC=C)Cc1ccc(F)cc1)Cc1ccccc1,9,-20,-1,0,12,5,12,11,16,-7,2
O=C(NCc1ccccc1F)C1CCC(=O)N(Cc2ccc(Cl)cc2)C1 (stereo unspecified),1,-33,-9,13,-4,1,-11,3,0,6,-2
O=C(N/N=C/c1cccn1-c1ccc(O)cc1)c1cccc2ccccc12,-35,1,-4,-12,-5,8,28,3,-4,-8,8
C[C@@H](NC(=O)C(=O)c1c[nH]c2ccccc12)c1ccccc1,-14,-18,5,-5,-10,-6,-10,-1,7,0,11
COc1cc(C2NC(=O)NC(C)=C2C(=O)OCC2CCCCC2)ccc1O (stereo unspecified),-6,-9,3,1,-7,1,-7,3,4,-10,-14
O=C(c1ccco1)N1CCC(c2nc3c(nnn3Cc3c(Cl)cccc3Cl)c(=O)[nH]2)CC1,-26,13,13,19,-8,-5,16,7,-1,-2,-13
COc1ccc(NC(=O)C2=C(C)Nc3nc(CCCO)nn3C2c2ccc(OC)c(OC)c2)cc1 (stereo unspecified),-13,8,-7,4,-12,3,-17,5,-21,-4,2
Cc1ccc(S(=O)(=O)N2CCCC2CNC(=O)C(=O)NCc2ccc3c(c2)OCO3)cc1 (stereo unspecified),-29,8,17,1,1,-4,-36,12,-7,-1,-3

# Whole records, quoted from the list. Order of values: NCOA3 inh, TROY signal inh, Shn3 inh set2, CF NFkB block, NCOA1 inh, LMP1 NFkB inh, TWEAK Fn14 block, LRH-1 inv ag, COUP-TFII inh, KKLEB tox, C8 TRAIL sens
# `Cc1ccc(S(=O)(=O)N2CCCC2CNC(=O)C(=O)NCc2ccc3c(c2)OCO3)cc1` (stereo unspecified) is listed with -29, 8, 17, 1, 1, -4, -36, 12, -7, -1, -3
# `Cc1ccc(C)n1-c1nn(S(=O)(=O)c2cccc(C(F)(F)F)c2)c2cccc(F)c12` is listed with 18, -7, 32, -6, -21, 6, 8, -7, 4, 4, -2
# `C=CC[C@@H](CC(=O)NCCO)C(=O)N[C@@H](COC(=O)[C@@H](CC=C)Cc1ccc(F)cc1)Cc1ccccc1` is listed with 9, -20, -1, 0, 12, 5, 12, 11, 16, -7, 2
# `O=C(NCc1ccccc1F)C1CCC(=O)N(Cc2ccc(Cl)cc2)C1` (stereo unspecified) is listed with 1, -33, -9, 13, -4, 1, -11, 3, 0, 6, -2
# `C[C@@H](NC(=O)C(=O)c1c[nH]c2ccccc12)c1ccccc1` is listed with -14, -18, 5, -5, -10, -6, -10, -1, 7, 0, 11

# (more compounds)
SMILES,NCOA3 inh,TROY signal inh,Shn3 inh set2,CF NFkB block,NCOA1 inh,LMP1 NFkB inh,TWEAK Fn14 block,LRH-1 inv ag,COUP-TFII inh,KKLEB tox,C8 TRAIL sens
O=C(N/C=C/n1cnc2cc(C(F)(F)F)ccc21)c1ccc(F)cc1,-6,3,3,12,7,2,-6,-16,6,-19,-7
C[C@H]1CN([C@@H](C)CO)C(=O)c2cccc(NC(=O)c3nc4ccccc4s3)c2O[C@H]1CN(C)C(=O)Nc1ccc(F)cc1,20,0,18,19,-15,-4,23,-1,-12,-8,-1
O=C(CSc1ncn(-c2ccccc2)n1)Nc1ccc2c(c1)OCCO2,8,3,-21,-2,1,-3,0,9,1,11,-7
COc1ccc(/C=N/NC2=NS(=O)(=O)c3ccccc32)cc1OC,-30,13,-13,-8,-15,5,14,-6,5,15,-2
Cc1cnc(NC(=O)Cn2cnc3c2c(=O)n(C)c(=O)n3C)s1,8,-1,nt,9,15,1,6,-16,37,-7,-2
COc1cccc(N(CC(=O)NCc2ccco2)C(=O)CCC(=O)Nc2nccs2)c1,-5,-10,-64,-7,-4,8,-23,-11,7,8,6
COc1cc([N+](=O)[O-])ccc1NC(=O)COC(=O)CCS(=O)(=O)c1ccc(C)cc1,-6,15,-4,8,-11,-1,-2,16,3,-3,-2
O=S(=O)(c1cc(F)ccc1F)N1CCN(c2ncnc3ccccc23)CC1,19,46,88*,22,8,17,40,18,51*,-13,33
CSc1nccc(-c2sc(SC)c(C#N)c2-c2ccccc2)n1,7,-2,19,19,4,1,-40,16,14,-24,-3
CC(C)C(C(=O)Nc1ccc2c(c1)OCCOCCOCCOCCO2)N1C(=O)c2ccccc2C1=O (stereo unspecified),-7,14,-11,2,-14,16,13,-4,9,2,-3
O=C(CN(C(=O)CNC(=O)c1cccs1)c1ccccc1F)NC1CCCCC1,-16,7,7,18,-3,-5,16,-15,-5,-2,-8
CC(=O)CSc1nc(-c2ccccc2)c(-c2ccccc2)o1,-27,2,5,13,-26,15,4,12,-8,4,10
O=C(c1ccc([N+](=O)[O-])o1)N1CCOCC1,-2,9,-20,-8,-3,2,-4,39,4,-2,1
C=CCN1C(c2ccc(OCC)cc2)=CS/C1=C(\C#N)c1nnc2n1CCCCC2,6,27,16,-17,-13,-2,-23,-15,35,4,22
CC(C)(c1ccccc1)c1ccc(OCC2CO2)cc1 (stereo unspecified),-10,9,9,3,-10,6,20,14,-9,5,-9
Cc1cc(OCC(=O)NC2CC(C)(C)NC(C)(C)C2)c(C)cc1Br,0,5,-17,8,-15,-7,-2,10,-31,-22,-9
Cc1cc(N2C(=O)C(O)=C(C(=O)c3cc4ccccc4o3)C2c2cccc(Br)c2)no1 (stereo unspecified),-4,-10,3,-33,-10,2,-12,-19,7,16,-12
C[C@]12CS(=O)(=O)C[C@H]1SC(=S)N2c1ccccc1,6,-17,10,0,-2,-4,6,-6,9,-4,2
COC(CSc1ncnc2c1oc1nc3c(cc12)COC(C)(C)C3)OC,1,-22,12,17,-44,-22,-3,-19,-16,-7,-4
O=C(c1ccco1)N1CCN(C(=O)C2CCN(S(=O)(=O)c3cccc4nsnc34)CC2)CC1,18,-7,18,1,-11,6,-22,-1,0,-8,1
Cc1ccc(-c2nn3c(C)nnc3s2)cc1NC(=O)COc1ccc(Cl)cc1,2,9,-14,-6,13,5,-2,10,2,-23,14
CCC(C)c1ccc(NC(=S)N2CCCC2)cc1 (stereo unspecified),-27,26,-23,-50,-87,-22,30,-49,-13,19,8
